Screening data as filed in PubChem.
LEDGF integ inh: blocks HIV-1 LEDGF/p75-dependent DNA integration | TR-FRET IN-LEDGF/p75 DNA integration, Eu/Cy5 | inhibition, % at 3.7 µM | 370,000 compounds, 0.64% hits | AID 743269;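 active means inhibition above the screen-wide mean plus 3 SD, cut at about 13% in these data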;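 further: signal is the Cy5 over europium emission ratio at 671 and 618 nm; 0% = plate median of compound wells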
HTRA1 inhibitor: blocks human HTRA1 serine peptidase | Q92743 | recombinant HTRA1, FP-rhodamine activity-based probe, fluorescence polarization | inhibition, % at 5.96 µM | 340,000 compounds, 0.5% hits | AID 504803; in the data active means inhibition above about 36%;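 further: 0% = enzyme with DMSO and 100% = wells lacking enzyme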
PRMT1 inh: inhibitors of human PRMT1; recombinant PRMT1, activity-based probe fluorescence polarization; inhibition, % at 2.79 µM; 370,000 compounds, 1.3% hits; AID 652257;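 active means inhibition above about 21% made by adding two undisclosed values, limit read from the data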
TCR-CD3 inh: human TCR-CD3 binding inhibition; TAMRA-labeled TCR probe fluorescence, biochemical; inhibition, % at 9.4 µM; 360,000 compounds, 0.37% hits; AID 651800; in the data active means inhibition above about 19%;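 further: recombinant mutant TCR 2C K166C tagged with TAMRA read by polarization; 0% = receptor in buffer alone and 100% = receptor with positive control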
ABHD4 inh: ABHD4 (mouse) inhibition, primary FP screen; 370,000 compounds, 0.54% hits; purified mABHD4, FP-Rh probe fluorescence polarization; inhibition, % at 8.92 µM;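 active means inhibition exceeding the mean over every tested compound plus 3 SD, cut at about 30% in these data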;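 further: 0% = plate median of compound wells and 100% = S159A mutant with DMSO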
Target sequence (Q8VD66 whole entry, looked up): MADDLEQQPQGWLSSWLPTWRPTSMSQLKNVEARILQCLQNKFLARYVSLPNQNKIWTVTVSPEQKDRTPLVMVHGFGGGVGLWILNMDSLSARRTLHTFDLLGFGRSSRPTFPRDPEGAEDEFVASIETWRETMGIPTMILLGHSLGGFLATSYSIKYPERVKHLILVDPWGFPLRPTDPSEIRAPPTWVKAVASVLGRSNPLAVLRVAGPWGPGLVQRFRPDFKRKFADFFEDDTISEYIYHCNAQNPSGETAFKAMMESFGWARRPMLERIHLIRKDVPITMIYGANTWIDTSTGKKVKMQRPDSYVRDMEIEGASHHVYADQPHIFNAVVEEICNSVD
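Assay system: Wild-type mouse ABHD4 protein | Medium: HEPES pH 7.0 buffer, 150 mM NaCl, 0.01% Pluronic F-127 | Incubation: Enzyme–compound pre-incubation 45 min, then probe 60 min, both 25 °C | Technique: Fluorescence polarization with parallel and perpendicular emission, 525/598 nm | Evaluation: % inhibition of FP-Rh probe binding versus controls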
UHRF1 binding: blocks human UHRF1 binding to methylated DNA; UHRF1 binding to methylated oligo, TR-FRET; inhibition, % at 4.4 µM; 370,000 compounds, 0.75% hits; in the data active means inhibition above about 21%;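 further: UHRF1 SRA domain binding a hemimethylated CpG hairpin DNA probe; 0% = median of test compound wells and 100% = reference inhibitor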
MBD2 inh: blocks human MBD2 binding to methylated DNA | Q9UBB5 | TR-FRET, MBD2 binding to methylated oligonucleotide | inhibition, % at 4.4 µM | 370,000 compounds, 0.31% hits | AID 686964; in the data active means inhibition above about 13%
Rev-erbA mod: modulators of human Rev-erb alpha DNA binding | P20393 | Rev-erbα–FITC-DNA binding, fluorescence polarization, 90 min | activity, % at 10 µM | 370,000 compounds, 0.79% hits;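 active means activity above about 14%, limit read from the data; passing the limit was not always enough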;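 further: 0% = DMSO wells with 35 nM protein and 100% = DMSO wells with 750 nM protein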
Target sequence (P20393 whole entry, looked up): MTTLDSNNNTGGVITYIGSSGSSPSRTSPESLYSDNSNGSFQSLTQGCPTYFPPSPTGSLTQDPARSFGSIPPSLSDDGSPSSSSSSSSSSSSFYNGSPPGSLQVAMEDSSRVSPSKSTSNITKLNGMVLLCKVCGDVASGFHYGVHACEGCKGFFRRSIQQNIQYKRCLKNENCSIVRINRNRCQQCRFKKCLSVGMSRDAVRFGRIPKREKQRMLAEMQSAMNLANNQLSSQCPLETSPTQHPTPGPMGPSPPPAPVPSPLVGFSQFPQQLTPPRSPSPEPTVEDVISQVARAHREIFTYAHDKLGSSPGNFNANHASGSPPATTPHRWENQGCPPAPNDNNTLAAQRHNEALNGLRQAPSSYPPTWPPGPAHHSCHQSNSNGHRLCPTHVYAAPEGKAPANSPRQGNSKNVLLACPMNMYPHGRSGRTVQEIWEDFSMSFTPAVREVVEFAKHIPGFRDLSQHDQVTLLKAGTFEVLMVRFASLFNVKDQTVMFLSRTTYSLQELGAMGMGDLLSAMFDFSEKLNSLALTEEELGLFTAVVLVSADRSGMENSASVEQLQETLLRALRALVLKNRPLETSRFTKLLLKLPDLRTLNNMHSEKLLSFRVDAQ
rCAG binder: r(CAG) repeat RNA binding | inhibition, % at 3 µM | TO-PRO-1 dye displacement fluorescence | 370,000 compounds, 1.3% hits;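 active means inhibition above the plate cutoff, the mean of all test compounds on that plate plus 3 SD, cut at about 35% in these data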;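 further: 0% = DMSO alone and 100% = 100 µM mitoxantrone as full dye displacement; higher means more dye released from RNA so lower well fluorescence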
PG9 binder: PG9 antibody binding by small molecule; TR-FRET gp120-PG9 antibody binding; inhibition, % at 6.7 µM; 360,000 compounds, 0.43% hits; AID 624416; in the data active means inhibition above about 8.5%
* = called active by the depositor. Only part of the results is shown; the hit share may differ from the screen's.

Start of the listing, in advance, five compounds:
`N=C1SCC(=O)N1c1ncc(Cc2ccc(F)cc2)s1` gave LEDGF integ inh -1, HTRA1 inhibitor 9, PRMT1 inh -4, TCR-CD3 inh -3, ABHD4 inh 8, UHRF1 binding 12, MBD2 inh 1, Rev-erbA mod -2, rCAG binder 10 and PG9 binder -0.4.
Screening Cc1nnc(N(Cc2ccccc2)C(=O)c2cnccn2)s1 returned LEDGF integ inh 0, HTRA1 inhibitor -3, PRMT1 inh -2, TCR-CD3 inh 4, ABHD4 inh -3, UHRF1 binding 3, MBD2 inh -3, Rev-erbA mod 2, rCAG binder 2 and PG9 binder -2.2.
`CCCc1cc(C(=O)OCC(=O)N(CCC)c2c(N)n(Cc3ccccc3)c(=O)[nH]c2=O)sc1C` gave LEDGF integ inh 1, HTRA1 inhibitor 5, PRMT1 inh 2, TCR-CD3 inh -1, ABHD4 inh 5, UHRF1 binding -5, MBD2 inh 0, Rev-erbA mod -8, rCAG binder 1 and PG9 binder 0.1.
`O=C(Nc1ccc(Cl)cc1)c1nc[nH]c1C(=O)Nc1ccccc1F` gave LEDGF integ inh 4, HTRA1 inhibitor -5, PRMT1 inh -1, TCR-CD3 inh 1, ABHD4 inh -2, UHRF1 binding 0, MBD2 inh -2, Rev-erbA mod 2, rCAG binder 3 and PG9 binder 0.1.
`CC1(C)Cc2nc3sc4c(SCC(=O)NC(c5ccccc5)c5ccccc5)ncnc4c3cc2CO1` gave LEDGF integ inh 2, HTRA1 inhibitor -14, PRMT1 inh 1, TCR-CD3 inh -3, ABHD4 inh -1, UHRF1 binding 1, MBD2 inh 0, Rev-erbA mod 199*, rCAG binder 2 and PG9 binder 1.8.

Results, from the start:
`N=C1SCC(=O)N1c1ncc(Cc2ccc(F)cc2)s1` gave LEDGF integ inh -1, HTRA1 inhibitor 9, PRMT1 inh -4, TCR-CD3 inh -3, ABHD4 inh 8, UHRF1 binding 12, MBD2 inh 1, Rev-erbA mod -2, rCAG binder 10 and PG9 binder -0.4.
Screening Cc1nnc(N(Cc2ccccc2)C(=O)c2cnccn2)s1 returned LEDGF integ inh 0, HTRA1 inhibitor -3, PRMT1 inh -2, TCR-CD3 inh 4, ABHD4 inh -3, UHRF1 binding 3, MBD2 inh -3, Rev-erbA mod 2, rCAG binder 2 and PG9 binder -2.2.
`CCCc1cc(C(=O)OCC(=O)N(CCC)c2c(N)n(Cc3ccccc3)c(=O)[nH]c2=O)sc1C` gave LEDGF integ inh 1, HTRA1 inhibitor 5, PRMT1 inh 2, TCR-CD3 inh -1, ABHD4 inh 5, UHRF1 binding -5, MBD2 inh 0, Rev-erbA mod -8, rCAG binder 1 and PG9 binder 0.1.
`O=C(Nc1ccc(Cl)cc1)c1nc[nH]c1C(=O)Nc1ccccc1F` gave LEDGF integ inh 4, HTRA1 inhibitor -5, PRMT1 inh -1, TCR-CD3 inh 1, ABHD4 inh -2, UHRF1 binding 0, MBD2 inh -2, Rev-erbA mod 2, rCAG binder 3 and PG9 binder 0.1.
`CC1(C)Cc2nc3sc4c(SCC(=O)NC(c5ccccc5)c5ccccc5)ncnc4c3cc2CO1` gave LEDGF integ inh 2, HTRA1 inhibitor -14, PRMT1 inh 1, TCR-CD3 inh -3, ABHD4 inh -1, UHRF1 binding 1, MBD2 inh 0, Rev-erbA mod 199*, rCAG binder 2 and PG9 binder 1.8.
For O=C(CSc1ncn[nH]1)N1CCN(S(=O)(=O)c2ccccc2)CC1 the results were LEDGF integ inh -2, HTRA1 inhibitor 6, PRMT1 inh 0, TCR-CD3 inh 2, ABHD4 inh -1, UHRF1 binding 1, MBD2 inh -1, Rev-erbA mod 0, rCAG binder 0 and PG9 binder -0.1.
Screening COc1ccc(OCC(=O)NNC(=O)c2ccccn2)cc1 returned LEDGF integ inh -1, HTRA1 inhibitor 4, PRMT1 inh 1, TCR-CD3 inh -5, ABHD4 inh 4, UHRF1 binding 2, MBD2 inh 3, Rev-erbA mod -5, rCAG binder -3 and PG9 binder 0.5.
Screening CCOC(=O)c1c(N)sc(C(=O)OCCOC)c1C returned LEDGF integ inh 3, HTRA1 inhibitor 0, PRMT1 inh 3, TCR-CD3 inh 5, ABHD4 inh 5, UHRF1 binding 1, MBD2 inh -2, Rev-erbA mod -4, rCAG binder -3 and PG9 binder -0.2.
Screening Cc1c(CCO)c(=O)[nH]n1S(=O)(=O)c1ccc([N+](=O)[O-])cc1 returned LEDGF integ inh -4, HTRA1 inhibitor -2, PRMT1 inh 4, TCR-CD3 inh -1, ABHD4 inh -4, UHRF1 binding 1, MBD2 inh 0, Rev-erbA mod 1, rCAG binder -7 and PG9 binder 0.4.
Screening c1cncc(Nc2nc(-c3cccnc3)cs2)c1 returned LEDGF integ inh 0, HTRA1 inhibitor 3, PRMT1 inh -3, TCR-CD3 inh -1, ABHD4 inh 3, UHRF1 binding 0, MBD2 inh -3, Rev-erbA mod -2, rCAG binder 0 and PG9 binder -2.1.
CCN(CC)CCNC(=O)CS(=O)Cc1nc(-c2ccc(C)cc2)oc1C (stereo not drawn) was read as LEDGF integ inh 2, HTRA1 inhibitor 4, PRMT1 inh 0, TCR-CD3 inh 7, ABHD4 inh 0, UHRF1 binding -3, MBD2 inh -5, Rev-erbA mod 0, rCAG binder -2 and PG9 binder -1.6.
`CC1Cc2nc(SCC(=O)NCc3ccccc3)n(Cc3ccccc3)c(=O)c2S1` (stereo not drawn) gave LEDGF integ inh 4, HTRA1 inhibitor -4, PRMT1 inh 0, TCR-CD3 inh 2, ABHD4 inh 5, UHRF1 binding 2, MBD2 inh 2, Rev-erbA mod 4, rCAG binder 2 and PG9 binder -1.3.
Screening O=C(NCc1ccccc1)C(c1ccc(-c2ccccc2)cc1)N1CCN(CCN2CCOCC2)CC1 (stereo not drawn) returned LEDGF integ inh -1, PRMT1 inh -4, TCR-CD3 inh 4, ABHD4 inh -1, UHRF1 binding -1, MBD2 inh 4, Rev-erbA mod 6, rCAG binder 1 and PG9 binder -0.4.
`O=C(c1ccco1)N1CCN(C(=O)C2CCN(S(=O)(=O)c3cnc[nH]3)CC2)CC1` gave LEDGF integ inh 1, HTRA1 inhibitor 0, PRMT1 inh 2, TCR-CD3 inh 6, ABHD4 inh 2, UHRF1 binding 4, MBD2 inh 2, Rev-erbA mod -1, rCAG binder 2 and PG9 binder -1.6.
`CCC(C(=O)Nc1ccc(OC)c(Cl)c1)c1ccccc1` (stereo not drawn) gave LEDGF integ inh 0, HTRA1 inhibitor -23, PRMT1 inh -3, TCR-CD3 inh -8, ABHD4 inh -24, UHRF1 binding -1, MBD2 inh -5, Rev-erbA mod 4, rCAG binder 4 and PG9 binder -1.1.
`COc1ccc(CNC(=O)CN(C(=O)CCC(=O)Nc2ccccn2)c2ccc3c(c2)OCO3)cc1` gave LEDGF integ inh 2, HTRA1 inhibitor -3, PRMT1 inh 0, TCR-CD3 inh 5, ABHD4 inh 5, UHRF1 binding -3, MBD2 inh -4, Rev-erbA mod 4, rCAG binder 0 and PG9 binder -1.6.
`Cc1ccc(C(=O)Nc2sc(C)c(-c3ccccc3)c2C(N)=O)cc1[N+](=O)[O-]` gave LEDGF integ inh -3, HTRA1 inhibitor 2, PRMT1 inh 16, TCR-CD3 inh -2, ABHD4 inh -5, UHRF1 binding -1, MBD2 inh -2, Rev-erbA mod 6, rCAG binder 5 and PG9 binder -2.0.
Screening CCOc1ccc(CC2CC(=O)NC2=O)cc1 (stereo not drawn) returned LEDGF integ inh 7, HTRA1 inhibitor -3, PRMT1 inh -3, TCR-CD3 inh -2, ABHD4 inh -2, UHRF1 binding -1, MBD2 inh -6, Rev-erbA mod 1, rCAG binder -3 and PG9 binder 1.6.
For CC(CC(=O)NCc1cccnc1)c1ccccc1 (stereo not drawn) the results were LEDGF integ inh 1, HTRA1 inhibitor 1, PRMT1 inh 1, TCR-CD3 inh 9, ABHD4 inh 1, UHRF1 binding 1, MBD2 inh -1, Rev-erbA mod -5, rCAG binder 1 and PG9 binder 0.7.
CCC(C)NC(=O)Cn1nc(Cc2ccncc2)c2ccccc2c1=O (stereo not drawn) was read as LEDGF integ inh -2, HTRA1 inhibitor 13, PRMT1 inh 0, TCR-CD3 inh -1, ABHD4 inh 5, UHRF1 binding 0, MBD2 inh -1, Rev-erbA mod -2, rCAG binder 0 and PG9 binder -1.2.
COc1cccc(CC(NC(C)=O)C(=O)NC2CCN(c3c4c(nc5ncnn35)CCC4)CC2)c1 (stereo not drawn) was read as LEDGF integ inh -1, HTRA1 inhibitor 7, PRMT1 inh 1, TCR-CD3 inh 1, ABHD4 inh 6, UHRF1 binding 2, MBD2 inh -1, Rev-erbA mod -6, rCAG binder 2 and PG9 binder -0.9.
COc1cc(C(O)c2nc(-c3ccncc3)cs2)ccc1F (stereo not drawn) was read as LEDGF integ inh -10, PRMT1 inh 9, TCR-CD3 inh -2, ABHD4 inh -11, UHRF1 binding 0, MBD2 inh 7, Rev-erbA mod -2, rCAG binder 5 and PG9 binder 0.4.
`CC(C)N1CCN(Cc2cccs2)CC1CCO` (stereo not drawn) gave LEDGF integ inh 3, HTRA1 inhibitor -2, PRMT1 inh -3, TCR-CD3 inh 1, ABHD4 inh 0, UHRF1 binding 0, MBD2 inh -2, Rev-erbA mod -2, rCAG binder -1 and PG9 binder -4.2.
`O=C(Nc1ccc(Cl)cc1)Nc1ccccc1C(=O)O` gave LEDGF integ inh 0, HTRA1 inhibitor -10, PRMT1 inh -1, TCR-CD3 inh 2, ABHD4 inh -3, UHRF1 binding 3, MBD2 inh 0, Rev-erbA mod -2, rCAG binder 14 and PG9 binder -1.0.
O=C(NCCCN1CCCC1=O)C(=O)NCC1OCCN1S(=O)(=O)c1ccc(Cl)cc1 (stereo not drawn) was read as LEDGF integ inh 0, HTRA1 inhibitor 6, PRMT1 inh 2, TCR-CD3 inh 0, ABHD4 inh 9, UHRF1 binding -3, MBD2 inh -4, Rev-erbA mod -5, rCAG binder 0 and PG9 binder -2.0.
For O=C(C1CCN(S(=O)(=O)c2cccc3cccnc23)CC1)N1CCCCC1 the results were LEDGF integ inh 0, HTRA1 inhibitor 4, PRMT1 inh -2, TCR-CD3 inh -1, ABHD4 inh -3, UHRF1 binding 2, MBD2 inh 0, Rev-erbA mod 1, rCAG binder 0 and PG9 binder 0.8.
`O=C(c1ccco1)N1CCN(c2nc(-c3ccc(F)cc3)cs2)CC1` gave LEDGF integ inh 5, HTRA1 inhibitor -7, PRMT1 inh -2, TCR-CD3 inh -2, ABHD4 inh 7, UHRF1 binding -1, MBD2 inh 5, Rev-erbA mod 0, rCAG binder 0 and PG9 binder -1.0.
CCN(CC(=O)Nc1c(F)cccc1F)C(=O)CCC(=O)c1ccc(C)cc1 was read as LEDGF integ inh 2, HTRA1 inhibitor -6, PRMT1 inh -1, TCR-CD3 inh -5, ABHD4 inh -1, UHRF1 binding -3, MBD2 inh 1, Rev-erbA mod -10, rCAG binder 6 and PG9 binder -2.6.
Screening O=c1[nH]nc(N/N=C/c2ccc(Cl)cc2Cl)c(=O)[nH]1 returned LEDGF integ inh 3, HTRA1 inhibitor -1, PRMT1 inh -9, TCR-CD3 inh 3, ABHD4 inh 4, UHRF1 binding -2, MBD2 inh -2, Rev-erbA mod -4, rCAG binder 5 and PG9 binder -2.4.
